Compound activity deposited in PubChem BioAssay by National Center for Advancing Translational Sciences (NCATS).
FEN1 inh: human FEN1 inhibition | Potency, µM (doses to about 114 µM), without a hit: at the top dose activity change, negative = inhibition, actives largely listed as inhibitors | AID 588795 | 390,000 compounds, 0.35% hits | Recombinant FEN1 flap cleavage, fluorescence, 15 min | P39748; further: nearly all actives have a fitted effect of over 65% in size
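FEN1 at 10 nM preincubated with compounds 15 min at room temperature, then flap DNA substrate added at 50 nM final. Signal read at 0 and 15 min; concentration-response fitted with four-parameter Hill equation.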
DT40 TDP1 CPT: DT40-hTDP1 cell growth loss with CPT | Potency, µM (highest dose often 46.2 µM), inactives show top-dose activity change, negative = growth inhibition, most hits filed as inhibitors | chicken DT40 Tdp1-/-;hTDP1 cells + 20 nM CPT, ATP luminescence, 48 h | 420,000 compounds, 12% hits; further: nearly all actives have a fitted effect of over 55% in size
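Cell growth measured by CellTiter-Glo luminescence after a minimum 48 h, 37 C compound exposure with 20 nM CPT in Tdp1-knockout DT40 cells stably expressing hTDP1, seeded 400/well; qHTS titration format.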
KAT2A inh: blocks human GCN5L2 histone acetyltransferase; GCN5L2 HAT assay, ThioGlo1 CoA-SH fluorescence; Potency, µM (titrated, usually from 58.9 µM), inactives show top-dose activity change, negative = inhibition, usual class: inhibitors; Q92830; 390,000 compounds, 0.21% hits
Target sequence (Q92830 whole entry, looked up): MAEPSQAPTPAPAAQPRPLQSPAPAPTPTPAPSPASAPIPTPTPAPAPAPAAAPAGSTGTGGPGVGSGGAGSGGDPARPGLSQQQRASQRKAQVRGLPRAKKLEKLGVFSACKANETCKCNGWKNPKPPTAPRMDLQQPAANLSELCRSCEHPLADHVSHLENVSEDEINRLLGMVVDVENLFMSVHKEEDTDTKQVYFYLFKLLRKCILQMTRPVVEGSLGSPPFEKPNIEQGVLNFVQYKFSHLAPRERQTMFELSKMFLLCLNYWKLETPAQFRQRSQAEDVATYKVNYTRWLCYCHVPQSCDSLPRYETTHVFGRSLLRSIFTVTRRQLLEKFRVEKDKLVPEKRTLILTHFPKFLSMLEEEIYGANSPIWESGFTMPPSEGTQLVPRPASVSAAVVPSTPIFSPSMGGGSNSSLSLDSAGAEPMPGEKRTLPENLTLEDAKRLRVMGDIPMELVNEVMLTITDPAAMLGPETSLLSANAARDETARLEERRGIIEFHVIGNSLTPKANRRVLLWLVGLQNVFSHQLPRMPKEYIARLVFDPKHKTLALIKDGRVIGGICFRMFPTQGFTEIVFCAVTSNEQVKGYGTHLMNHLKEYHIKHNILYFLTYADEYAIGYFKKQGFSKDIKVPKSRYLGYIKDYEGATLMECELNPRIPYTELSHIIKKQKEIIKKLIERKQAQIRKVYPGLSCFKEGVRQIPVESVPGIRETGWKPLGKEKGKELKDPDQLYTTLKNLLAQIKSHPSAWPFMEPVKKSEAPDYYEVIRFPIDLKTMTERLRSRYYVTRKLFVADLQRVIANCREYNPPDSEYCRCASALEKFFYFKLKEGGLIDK
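qHTS, 1536-well. 20nM enzyme, pH 7.5 HEPES/EDTA/Tween-20 buffer; 15 min compound preinc., RT. Start: 75uM H3(1-25), 70uM AcCoA, 50uM ThioGlo1. Read Ex340/Em540 at t=0 (autofluorescence flag) and t=20 min.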
* = called active by the depositor; ? = inconclusive; · = no result given; [ ] = another dose, or the depositor's remark. The call rests on the fitted dose curve; in most records, active means well fitted curve in the direction sought with a large enough effect; inconclusive means small, poorly fitted or top-dose-only effect, or another doubt; inactive means no such curve, though single readings can be large; an effect the other way counts as inactive or inconclusive. On the % scale 0 is the no-effect control and ±100 the full control effect; potency means the concentration at half of the fitted maximal effect. Some of the compounds tested; rates above refer to the full screens.

SMILES	FEN1 inh	DT40 TDP1 CPT	KAT2A inh
CCOC(=O)c1cnc(SCC(=O)Nc2cc(OC)cc(OC)c2)nc1N	5%	8.2µM*	1%
CCOC(=O)c1sc(NC(=O)COc2ncnc3ccccc23)c(C(=O)OCC)c1C	-2%	?	-8%
Cc1ccc(CSc2oc(-c3ccco3)nc2S(=O)(=O)c2ccc(C)cc2)cc1	-8%	?	-8%
CCOC(=O)c1c(NC(=O)c2ccc(N3C(=O)[C@@H]4[C@H](C3=O)[C@H]3C=C[C@@H]4C3)cc2)sc2c1CCCC2	-15%	-85%	?
Cc1nn(C)c(C)c1/C=C(/C(=O)C(C)(C)C)n1cncn1	-2%	?	-16%
CCN(CC(=O)Nc1cccc(OC)c1)c1ncnc2sc(C)c(C)c12	-22%	21µM*	-12%
CC1=Nc2ccccc2N=C(NC(=O)CN2CCN(c3ccccc3)CC2)C1c1ccccc1 (stereo not given)	-2%	?	-5%
O=[N+]([O-])c1cc2c(cc1/C=N/n1c(-c3ccccn3)n[nH]c1=S)OCO2	-4%	-6%	-7%
Cc1cc(C)c2sc(N(CCCN(C)C)C(=O)c3ccc(S(=O)(=O)N(C)Cc4ccccc4)cc3)nc2c1	-12%	?	-10%
Cc1ccc(C(=O)O)cc1NC(=S)NC(=O)c1ccc([N+](=O)[O-])c(C)c1	2%	1%	-9%
C[N+]1(CC#CC(O)(c2ccccc2)c2ccccc2)CCCC1	-9%	-19%	-13%
COc1ccc(OCC(=O)Nc2ccc(S(=O)(=O)Nc3cc(C)on3)cc2)cc1	-5%	1%	?
COc1ccccc1NC(=O)CCC(=O)OCc1cccc([N+](=O)[O-])c1	13%	9%	-5%
Cc1ccc(S(=O)(=O)N2CCN(C(=O)COC(=O)c3cncc(Br)c3)CC2)c(C)c1	-1%	-2%	-4%
CCOc1ccc2[nH]c(C)c(CN3CCCCC3)c(=O)c2c1	0%	-5%	-6%
Cn1cnc([N+](=O)[O-])c1Sc1nc2ccccc2[nH]1	0%	10µM*	-1%
Cc1cc(C)nc(NC2=N[C@@H]3CCCC[C@H]3N2C(=O)Nc2cc(Cl)cc(Cl)c2)n1	1%	3%	·
C[C@H](CO)N1C[C@H](C)[C@@H](CN(C)CC2CCCCC2)Oc2c(NS(=O)(=O)c3cn(C)cn3)cccc2C1=O	-7%	5%	-2%
Cc1cccc(C)c1NC(=O)COC(=O)c1ccc2c(c1)OCO2	62%[activator]	-4%	2%
COc1cccc(CNC(=O)C2CCC(CNc3nc(=S)[nH]c4ccccc34)CC2)c1 (stereo not given)	3%	?	-7%
CC(C)OC(=O)c1ccc(N)cc1	4%	9%	-3%
CCCc1nn2c(=O)cc(O)nc2s1	8%	-10%	-1%
CC1=C(C(=O)OC(C)C)C(c2ccsc2)NC(=O)N1C (stereo not given)	4%	-23%	-9%
CCOC(=O)C1(Cc2cccc(F)c2)CCN(Cc2cnc(C)s2)CC1	6%	26µM*	3%
c1ccc2c(c1)ccn2CCCN1CCCCC1	-3%	-4%	·
COc1ccccc1CCN=C(N)NS(=O)(=O)c1ccc(F)cc1	1%	?	-24%
COC(=O)c1ccccc1NC(=O)c1cccs1	0%	-5%	-2%
O=C(CCC(=O)OCc1ccc(Cl)cc1)Nc1cccc([N+](=O)[O-])c1	-16%	-27%	-4%
CCc1ccc(NC(=O)N(Cc2cccnc2)Cc2ccco2)cc1	-7%	-18%	-4%
NC(=O)CSc1nnc(Cn2c(=O)sc3ccccc32)n1-c1cccc(Cl)c1	1%	-3%	3%
CCC(C)C(NC(N)=O)C(=O)Nc1ccc(S(=O)(=O)Nc2ccc(OC)cc2)cc1 (stereo not given)	5%	11%	-5%
Cc1sc(N)c(C(=O)c2ccccc2Cl)c1C	8%	-2%	-2%
O=c1oc2ccccc2n1CCn1c2ccccc2c2nc3ccccc3nc21	4%	16µM*	-23%
CN=C1SC(C(=O)Nc2ccccc2Cl)CC(=O)N1c1ccc(OC(F)(F)Cl)cc1 (stereo not given)	-8%	3%	-8%
Cc1ccc(NC(=O)c2ccc(N3C(=O)C4CC=C(Cl)CC4C3=O)cc2)cc1 (stereo not given)	13%	?	-5%
CCOc1ccc(NC(=O)CCNC(=O)Cn2ccc3ccccc3c2=O)cc1	-2%	4%	-8%
Cc1cc(N/N=C/c2ccccc2F)nc(NCc2ccccc2)n1	7%	?	1%
CC1CCCCC1NC(=O)C1CCN(S(=O)(=O)c2ccc3c(c2)CCC(=O)N3)CC1 (stereo not given)	-1%	-2%	-1%
CC1CCCCN1S(=O)(=O)c1ccc2c(c1)CCN2C(=O)C1CC1 (stereo not given)	1%	-18%	0%
Cc1ccccc1-n1c2nc(=O)[nH]c(=O)c-2cc2c(Cl)cccc21	2%	0.82µM*	-24%

Full records, quoted from the list.
`NC(=O)CSc1nnc(Cn2c(=O)sc3ccccc32)n1-c1cccc(Cl)c1` reads FEN1 inh = 1%; DT40 TDP1 CPT = -3%; KAT2A inh = 3%
`COC(=O)c1ccccc1NC(=O)c1cccs1` reads FEN1 inh = 0%; DT40 TDP1 CPT = -5%; KAT2A inh = -2%

(continued)
SMILES	FEN1 inh	DT40 TDP1 CPT	KAT2A inh
O=C(NCC1(c2ccccc2)CCCC1)C(=O)NCC1(c2ccccc2)CCCC1	1%	-1%	-5%
O=C(CN1C(=O)CCS(=O)(=O)c2ccccc21)NCCc1ccccc1	0%	14%	-1%
N#CCCN(C(=O)CSc1ncccn1)c1ccc2c(c1)OCCO2	23%	-15%	-8%
O=C(CSc1nnnn1-c1ccc(F)cc1)NNC(=O)c1ccco1	18%	8%	-7%
COc1ccc(OCC(=O)Nc2cccc3ncccc23)cc1	-12%	?	-24%
O=C(N/N=C/c1ccccn1)c1ccc(S(=O)(=O)N2CCCCCC2)cc1	-4%	-12%	-8%
CCOC(=O)C(C(=O)OCC)C(Nc1ccccc1)c1ccccc1 (stereo not given)	-18%	7%	-6%
CCOc1ccc(-c2c(C(=O)N/N=C/C3CCCCC3)nnn2-c2nonc2N)cc1	15%	-27%	-2%
Oc1c(CN2CCOCC2)cc(CN2CCOCC2)cc1CN1CCOCC1	7%	13%	·
O=C(Nc1ccc(Cl)cc1Cl)c1cnn2c1NC(=C1CC1)C=C2C(F)F	-6%	-8%	·
CCOc1ccc(C(=O)N[C@H](C(=O)Nc2ccccc2OC)C(C)C)cc1	-4%	-18%	-1%
COc1cc(OC)cc(C(=O)N2CCN(Cc3ccccc3Br)CC2)c1	-7%	?	3%
O=C(COC(=O)/C=C/c1ccc(Br)o1)NC1CCCCC1	-16%	1%	-2%
Cc1c(NC(=O)Nc2ccccc2)c(=O)n(-c2ccccc2)n1C	-4%	1%	-9%
COc1ccc(N2CCN(CC(=O)NC(C)c3ccccc3)CC2)cc1 (stereo not given)	3%	20%	-10%
O=C(CCCCn1c(=O)c2ccccc2n(CC(=O)Nc2ccc(F)cc2)c1=O)NCc1ccco1	2%	9.2µM*	-14%
CC(C)CCN(C(=O)CNC(=O)c1ccco1)C(C(=O)NC1CCCCC1)c1cccnc1 (stereo not given)	2%	3%	-6%
Cc1ccc(N=Nc2ccc(O)c3ncccc23)cc1C	16%	2.3µM*	-7%
CC(=O)Nc1ccc(/C=C/c2nc3ccccc3[nH]c2=O)cc1	1%	2%	-4%
O=c1c2cccnc2n(Cc2ccccc2F)c(=O)n1Cc1ccc(F)cc1	6%	-20%	-4%
O=C(COC(=O)C12CC3CC(CC(O)(C3)C1)C2)Nc1cccc(Br)c1	-14%	?	-2%
COc1ccccc1CNC(=O)C(NC(=O)C1CCCCC1)C(C)C (stereo not given)	-13%	-2%	·
Cc1cc2oc(C(=O)Nc3ccc(S(=O)(=O)Nc4ncccn4)cc3)cc(=O)c2cc1C	0%	-2%	-1%
COC(=O)c1sc(N(C)C)c(C#N)c1-c1ccccc1	-6%	3%	-11%
COC(=O)c1ccc(Cl)cc1NC(=O)Nc1nnc(N2CCCC2)s1	-6%	2%	-5%
O=C(/C=C/c1ccccc1)NC(=S)Nc1ccc(CN2CCOCC2)cc1	4%	?	-5%
CC(C)c1ccc(CNC(=O)C2CC(=O)N(C3CCCCC3)C2)cc1 (stereo not given)	9%	-7%	1%
Cc1ccc(S(=O)(=O)N(CC(=O)Nc2ccc(C)cc2C)C(=O)N2CCN(C)CC2)cc1	15%	-12%	4%
CCCCC1CCC(C(=O)NC2CCS(=O)(=O)C2)CC1 (stereo not given)	-3%	-28%	4%
C[C@H](NC(=O)OCc1ccccc1)C(=O)NNC(=O)[C@H](Cc1ccccc1)NC(=O)OC(C)(C)C	3%	-21%	37%[activator]
Cc1ccc(C(=O)N/N=C\c2ccc(-c3ccc(Cl)c(Cl)c3)o2)cn1	-21%	?	-7%
COC(=O)C1=NNCC12CC(=O)N(c1ccc(Br)cc1)C2=O (stereo not given)	0%	29%	1%
CC(CCCC(C)(C)O)NC(=O)c1cc(COc2ccc3ncccc3c2)on1 (stereo not given)	4%	8.2µM*	0%
CC(C)Cc1nc2ccccc2n1CCc1ccccc1	3%	23µM*	-1%
Cc1nnc(NC(=O)C2(c3ccccc3)CCOCC2)s1	-4%	-24%	0%
Cc1nc2c(=O)[nH]c(=S)[nH]c2[nH]c1=O	28µM*	4%	·
C(=N/n1c2ccccc2c2ccccc21)/c1ccco1	-1%	-18%	-5%
CCOc1ccc2nc(N3CCC(C(=O)NCCCN4CCOCC4)CC3)sc2c1	-5%	-3%	-4%

Among those listed so far, these contain an aryl methoxy group.
SMILES	FEN1 inh	DT40 TDP1 CPT	KAT2A inh
CCOC(=O)c1cnc(SCC(=O)Nc2cc(OC)cc(OC)c2)nc1N	5%	8.2µM*	1%
CCN(CC(=O)Nc1cccc(OC)c1)c1ncnc2sc(C)c(C)c12	-22%	21µM*	-12%
COc1ccc(OCC(=O)Nc2ccc(S(=O)(=O)Nc3cc(C)on3)cc2)cc1	-5%	1%	?
COc1ccccc1NC(=O)CCC(=O)OCc1cccc([N+](=O)[O-])c1	13%	9%	-5%
COc1cccc(CNC(=O)C2CCC(CNc3nc(=S)[nH]c4ccccc34)CC2)c1 (stereo not given)	3%	?	-7%
COc1ccccc1CCN=C(N)NS(=O)(=O)c1ccc(F)cc1	1%	?	-24%
CCC(C)C(NC(N)=O)C(=O)Nc1ccc(S(=O)(=O)Nc2ccc(OC)cc2)cc1 (stereo not given)	5%	11%	-5%
COc1ccc(OCC(=O)Nc2cccc3ncccc23)cc1	-12%	?	-24%
CCOc1ccc(C(=O)N[C@H](C(=O)Nc2ccccc2OC)C(C)C)cc1	-4%	-18%	-1%
COc1cc(OC)cc(C(=O)N2CCN(Cc3ccccc3Br)CC2)c1	-7%	?	3%
COc1ccc(N2CCN(CC(=O)NC(C)c3ccccc3)CC2)cc1 (stereo not given)	3%	20%	-10%
COc1ccccc1CNC(=O)C(NC(=O)C1CCCCC1)C(C)C (stereo not given)	-13%	-2%	·
